Pol eta inh – qHTS for Inhibitors of Polymerase Eta; recombinant Pol eta, fluorescent DNA replication assay; AID 588591, 2011; DNA polymerase eta (Homo sapiens), Q9Y253; Potency, µM (doses to about 114 µM), without a hit: at the top dose activity change, negative = inhibition, usual class: inhibitors; 390,000 compounds, 1.2% hits; note: potency is the fitted concentration of half-maximal effect
Target sequence (Q9Y253 whole entry, looked up): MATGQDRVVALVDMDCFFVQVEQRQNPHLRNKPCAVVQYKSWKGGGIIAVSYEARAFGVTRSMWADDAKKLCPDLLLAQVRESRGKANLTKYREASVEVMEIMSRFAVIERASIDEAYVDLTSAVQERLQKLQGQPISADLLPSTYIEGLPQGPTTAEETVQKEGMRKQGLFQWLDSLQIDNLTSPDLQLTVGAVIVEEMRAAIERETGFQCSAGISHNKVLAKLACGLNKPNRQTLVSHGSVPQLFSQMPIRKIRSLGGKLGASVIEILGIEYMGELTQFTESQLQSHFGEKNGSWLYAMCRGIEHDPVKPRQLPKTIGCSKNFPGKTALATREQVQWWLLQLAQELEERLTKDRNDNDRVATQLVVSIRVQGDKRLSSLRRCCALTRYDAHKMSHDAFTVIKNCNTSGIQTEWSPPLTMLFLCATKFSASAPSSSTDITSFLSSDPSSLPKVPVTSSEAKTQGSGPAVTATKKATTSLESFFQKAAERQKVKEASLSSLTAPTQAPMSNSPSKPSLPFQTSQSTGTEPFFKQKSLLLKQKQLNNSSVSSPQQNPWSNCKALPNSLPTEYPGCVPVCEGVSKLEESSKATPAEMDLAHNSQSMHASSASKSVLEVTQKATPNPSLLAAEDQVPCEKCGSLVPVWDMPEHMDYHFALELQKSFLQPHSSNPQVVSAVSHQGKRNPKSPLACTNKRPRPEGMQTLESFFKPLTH
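Fluorescent replication assay: 50 nM final substrate added after a 15 min room-temperature compound preincubation with 10 nM enzyme. Signal taken at 0 min and again at 10 min.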
12-LOX inh – Primary qHTS assay for inhibitors of human arachidonate 12S-lipoxygenase (ALOX12): Round 2; 580,000 compounds, 1.1% hits; purified 12hLO, xylenol orange hydroperoxide absorbance; Polyunsaturated fatty acid lipoxygenase ALOX12 (Homo sapiens), P18054; Potency, µM (series often up to 108 µM), inactives show at the top dose activity change, negative = inhibition, actives largely listed as inhibitors; note: potency is the fitted concentration of half-maximal effect
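Purified human 12hLO at 150 nM in 25 mM Hepes, 0.01% Triton X-100, pH 7.0, preincubated 15 min at room temperature with compound. Reaction started with 40 uM arachidonic acid, 30 min at room temperature. Hydroperoxide measured by Fe-xylenol orange, 573/405 nm absorbance ratio.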
LDHA block – qHTS assay for inhibitors of human lactate dehydrogenase; purified LDHA, NADH/diaphorase-resazurin fluorescence; active compounds read low; activity change, % (values are at about 110 or 230 µM); 480,000 compounds, 0.15% hits; AID 1347041, 2019; in the data active = activity change below about -30%; inconclusive = mostly about -25% to -30%;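 note: plate controls were DMSO wells for no effect and wells without enzyme for full effect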
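Human LDH5 at 2 nM final in Tris HCl pH 7.4 with 0.06 mM NADH and 0.2 mM pyruvate, reacted 5 minutes at room temperature. Remaining NADH coupled via diaphorase/resazurin; resorufin fluorescence read at 0 and 20 minutes, normalized to enzyme-free and DMSO wells.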
* = called active by the depositor; ? = inconclusive; & = joins results of further samples. Unless noted, calls come from the whole dose curve; as a rule, active = well fitted inhibition curve with a large enough effect; inconclusive = small, poorly fitted or top-dose-only effect, or another doubt; inactive = no such curve, though single readings can be large or run the other way. Unless noted, % is set by controls: 0 for no effect and ±100 for the full control effect.

SMILES,Pol eta inh,12-LOX inh,LDHA block
Cc1ccc(NC(=O)CCNC(=O)N2CC(=O)Nc3ccccc32)cc1Cl,-18%,-9%,-4
Cc1ccc([C@H]2C[C@H](n3cc(-c4ccc(F)cc4)nn3)[C@@H](O)CN2CC2CCCCC2)cc1,-32%,-10%,-24
C[C@@H]1CN([C@H](C)CO)C(=O)CCCn2nncc2CO[C@@H]1CN(C)C(=O)Nc1ccc(N2CCCCC2)cc1,-21%,?,5
CCCCCCN1C[C@@H](n2cc(-c3ccc(F)cc3)nn2)[C@H](O)C[C@@H]1c1ccc(Cl)cc1,-23%,-30%,2
COc1ccc(Cl)cc1Nc1cc(C)nc2ncnn12,5%,?,-3
O=C(COC(=O)c1ccc(S(=O)(=O)N2CCCCCC2)cc1)Nc1ccccc1C(F)(F)F,2%,-4%,-11
O=C(NCc1nnnn1-c1ccc(Cl)cc1)c1ccc2c(c1)OCO2,5%,-2%,-9
O=C(NCCS(=O)(=O)N1CCN(c2ccccc2)CC1)C1CCCCC1,-7%,2%,-6
CCC/C=C/c1ccc(CN2C(C)C(=O)N(Cc3cn(CCC4OCCO4)nn3)CCS2(=O)=O)cc1 (stereo unspecified),-15%,-18%,2
O=S(=O)(NCC1CCCO1)c1ccc(Cl)c2ccccc12 (stereo unspecified),-3%,-23%,1
O=C(NC1CCCCC1)N(c1ccccc1)c1nnc(-c2cccc([N+](=O)[O-])c2)s1,?,?,-6
Cc1noc(C)c1C(=O)OC(C)C(=O)Nc1ccc([N+](=O)[O-])cc1C(F)(F)F (stereo unspecified),-7%,10%,-8
COCCN(C(=O)COC(=O)CSc1cc(C)ccc1C)c1c(N)n(Cc2ccccc2)c(=O)[nH]c1=O,-9%,-19%,-10
COc1ccc2c(CN3CCN(Cc4ccccc4)CC3)cc(=O)oc2c1,-2%,?,0
O=C(Nc1ccc2c(c1)[C@@H]1C[C@@H](CC(=O)N3CCCCC3)O[C@@H](CO)[C@@H]1O2)NC1CCCCC1,-7%,-2%,1
C[C@@H]1CN([C@H](C)CO)C(=O)CCCn2nncc2CO[C@H]1CN(C)S(=O)(=O)c1ccc(Cl)cc1,2%,3%,-4
CC1NC(=O)c2cc3ccccc3cc2-n2c1nc1ccc(F)cc1c2=O (stereo unspecified),-14%,4%,-5
C[C@@H]1CN([C@@H](C)CO)C(=O)CCCn2cc(nn2)CO[C@H]1CN(C)S(=O)(=O)c1cccs1,-17%,15%,0
CC(CO)NS(=O)(=O)c1cc(Cl)ccc1F (stereo unspecified),0%,?,-4
CC1(C)CC(=O)C=C(c2ccc(CO)cc2)C1=O,-2%,-42%,-2
COc1ccc(C(=O)Nc2ccccc2C(=O)Nc2ccccc2)cc1,-2%,8%,0
C[C@H]1CN([C@@H](C)CO)C(=O)c2cc(Br)cnc2O[C@H]1CN(C)C(=O)c1cccnc1,0%,2%,-5
COc1ccccc1NC(=O)N(C)C[C@H]1Oc2ncc(Br)cc2C(=O)N([C@H](C)CO)C[C@H]1C,-13%,2%,2
CCN(CC)S(=O)(=O)c1ccc(N2CCOCC2)c(NS(=O)(=O)c2ccc(Cl)s2)c1,-3%,-17%,2
Cc1ccc(OCC(=O)OCC(=O)NC2CCS(=O)(=O)C2)cc1C (stereo unspecified),-10%,-17%&-4%,0&-9
Cc1cc(C)cc(NC(=O)C2CCCCN2S(=O)(=O)c2ccccc2)c1 (stereo unspecified),-7%,-11%,-2
COc1ccc(C#Cc2ccc3c(c2)O[C@@H](CN(C)C(=O)Nc2cccc(OC)c2)[C@H](C)CN([C@@H](C)CO)S3(=O)=O)cc1,-5%,?,4
C#CCN(C[C@@H]1[C@@H](OC(=O)NCc2ccco2)[C@@H](OC(=O)NCc2ccco2)CN(C(=O)OC(C)C)N1C(=O)OC(C)C)S(=O)(=O)c1ccc(C)cc1,-16%,0%,2
Cc1ncc(C(O)c2ccccc2)n1Cc1ccccc1 (stereo unspecified),-1%,0%,0
CC1=C(C(=O)N(C)C)CC(CC(=O)NCC2CCCCC2)C(=O)N1Cc1ccccc1 (stereo unspecified),0%,?,0

Some of the entries above, set out differently:
Every second line gives: Pol eta inh, 12-LOX inh, LDHA block
- C[C@@H]1CN([C@@H](C)CO)C(=O)CCCn2cc(nn2)CO[C@H]1CN(C)S(=O)(=O)c1cccs1
  -17%, 15%, 0
- CC(CO)NS(=O)(=O)c1cc(Cl)ccc1F (stereo unspecified)
  0%, ?, -4
- CC1(C)CC(=O)C=C(c2ccc(CO)cc2)C1=O
  -2%, -42%, -2
- COc1ccc(C(=O)Nc2ccccc2C(=O)Nc2ccccc2)cc1
  -2%, 8%, 0
- C[C@H]1CN([C@@H](C)CO)C(=O)c2cc(Br)cnc2O[C@H]1CN(C)C(=O)c1cccnc1
  0%, 2%, -5
- COc1ccccc1NC(=O)N(C)C[C@H]1Oc2ncc(Br)cc2C(=O)N([C@H](C)CO)C[C@H]1C
  -13%, 2%, 2
- CCN(CC)S(=O)(=O)c1ccc(N2CCOCC2)c(NS(=O)(=O)c2ccc(Cl)s2)c1
  -3%, -17%, 2

Structural class: the compounds so far containing a Cl atom.
SMILES,Pol eta inh,12-LOX inh,LDHA block
Cc1ccc(NC(=O)CCNC(=O)N2CC(=O)Nc3ccccc32)cc1Cl,-18%,-9%,-4
CCCCCCN1C[C@@H](n2cc(-c3ccc(F)cc3)nn2)[C@H](O)C[C@@H]1c1ccc(Cl)cc1,-23%,-30%,2
COc1ccc(Cl)cc1Nc1cc(C)nc2ncnn12,5%,?,-3
O=C(NCc1nnnn1-c1ccc(Cl)cc1)c1ccc2c(c1)OCO2,5%,-2%,-9
O=S(=O)(NCC1CCCO1)c1ccc(Cl)c2ccccc12 (stereo unspecified),-3%,-23%,1
C[C@@H]1CN([C@H](C)CO)C(=O)CCCn2nncc2CO[C@H]1CN(C)S(=O)(=O)c1ccc(Cl)cc1,2%,3%,-4
CC(CO)NS(=O)(=O)c1cc(Cl)ccc1F (stereo unspecified),0%,?,-4
CCN(CC)S(=O)(=O)c1ccc(N2CCOCC2)c(NS(=O)(=O)c2ccc(Cl)s2)c1,-3%,-17%,2

Later entries
SMILES,Pol eta inh,12-LOX inh,LDHA block
CCCNC(=O)C[C@H]1C[C@H]2c3cc(NC(=O)Nc4ccc(F)cc4)ccc3O[C@H]2[C@@H](CO)O1,-4%,-33%,-3
COc1ccccc1C(=O)NNC(=O)c1cc2ccccc2cc1O,-4%,-16%,-2
COc1ccc(CCN2CC(C(=O)N(C)Cc3ccccn3)CCC2=O)cc1 (stereo unspecified),-19%,-18%,-1
Cc1ccc([C@@H]2C[C@H]3[C@@H](CN2S(=O)(=O)c2ccc(C)cc2)C(=O)C[C@@H](c2cccc(Cl)c2)N3S(=O)(=O)c2ccc(C)cc2)cc1,-16%,-8%,-9
COc1ccc2cc(C3=CC(=O)CC(C)(C)C3=O)ccc2c1,2%,0%,5
CC(=O)Nc1cccc(C(=O)NN2C(=O)NC3(CCC(C)CC3)C2=O)c1 (stereo unspecified),-7%,-9%,-1
C[C@H](CO)N1C[C@H](C)[C@H](CN(C)C(=O)OCc2ccccc2)OCc2cnnn2CCCC1=O,-6%,14%,-5
C[C@@H]1CN([C@H](C)CO)C(=O)c2c(c3ccccc3n2C)-c2ccccc2CO[C@H]1CN(C)C(=O)Nc1ccccc1,-19%,6%,0
COc1ccccc1N1CCN(c2ccc3c(c2)S(=O)(=O)c2cccc(C(=O)NCC4CC4)c2C3=O)CC1,-13%,?,-3
CC1C=CC(C)C(C(=O)c2ccccc2)C1C(=O)c1ccccc1 (stereo unspecified),-30%,-6%,-1
CC(=O)Nc1ccc(S(=O)(=O)Nc2nnc(C)s2)cc1,4%,-24%,2
S=C1SCN(Cc2cccs2)CN1Cc1cccs1,-5%,1%,-12
COc1ccc(C=C2CCC3C(CCCC34OCCO4)C2=O)cc1 (stereo unspecified),-6%,-7%,-9
C[C@@H]1CN([C@@H](C)CO)C(=O)c2cc(Br)cnc2O[C@H]1CN(C)S(=O)(=O)c1ccccc1,?,0%,-5
Cc1ccc(C(=O)O)cc1NC(=O)CCc1c(C)noc1C,8%,-1%,-9
COc1cc2c(cc1OC)C(c1c(-c3c(Cl)cccc3Cl)noc1C)=NCC2,-9%,8%,-2
CCN1C(=O)[C@H]2[C@@H](c3ccc(OC)cc3)N[C@]3(CCCN(Cc4cccn4C)C3=O)[C@H]2C1=O,9%,?,5
CCOC(=O)C(=NO)C1=CSC2=NNC(C)(C)N12,-11%,5%,-8
Cc1nc(NC(=O)C(C)(C)C)sc1-c1csc(N)n1,-6%,?,2
Cc1cc(C)c(NC(=O)C2CCN(S(C)(=O)=O)CC2)c(C)c1,-3%,-5%,-1
O=C(c1ccc2ccccc2c1)c1cccc(F)c1C(=O)O,-1%,-23%,-2
CCCC#Cc1ccc2c(c1)O[C@H](CN(C)S(=O)(=O)c1cccc(OC)c1)[C@H](C)CN([C@H](C)CO)S2(=O)=O,-21%,?,1
c1ccc(CNCc2ccc(CNCc3ccccc3)cc2)cc1,-7%,2%,0
Cc1ccccc1N1Cc2ccccc2C1=O,-16%,0%,-6
C[C@H](O)[C@@H]1C(=O)N2CCc3c([nH]c4ccccc34)[C@@H]2C[C@@H]1N(C)Cc1ccc(Cl)cc1,?,?,3
C#CCN(C[C@H]1[C@H](OC(=O)NCc2ccco2)[C@H](OC(=O)NCc2ccco2)C[C@H]2C(=O)N(c3ccccc3)C(=O)[C@@H]12)S(=O)(=O)c1ccc(C)cc1,-5%,-3%,-8
O=[N+]([O-])c1ccc2oc(/C=C/c3ccc(O)cc3)nc2c1,-16%,-5%,-8
COc1ccccc1N(C)S(=O)(=O)c1ccc(C(=O)N(C)Cc2cccc(F)c2)cc1,-22%,3%,-2
COc1ccc(N2CC(C)(C)[C@H](CC(=O)Nc3ccccc3)C2=O)cc1,-15%,15%,-11
C[C@H](NC(=O)c1ncn2c1C(=O)NC[C@@H]2C)c1ccccc1,-14%,27%,-2

Continued:
SMILES,Pol eta inh,12-LOX inh,LDHA block
O=C(NCCCn1cccn1)c1cc(COc2ccccc2)on1,-5%,?,2
O=C1CCN(CCCN2CCC(=O)N(Cc3ccccc3)C2=S)C(=S)N1Cc1ccccc1,-17%,6%,0
C[C@H](CO)N1C[C@H](C)[C@@H](CN(C)S(=O)(=O)c2cccc(C#N)c2)OCc2cn(nn2)CCCC1=O,-16%,3%,-2
CC1=C(C(=O)Nc2ccccc2C(=O)N2CCN(c3ccccc3)CC2)SCCO1,-15%,-28%,2
[O-][N+](=Cc1ccccc1)CC1(O)CCCCC1,-6%,-6%,-13
NC(=O)c1ccc(NC(=O)COC(=O)c2ccccc2SCC(=O)N2CCCC2)cc1,-4%,-6%,-6
COCCN(C(=O)COC(=O)Cc1ccc(Cl)cc1)c1c(N)n(Cc2ccccc2)c(=O)[nH]c1=O,-5%,-22%,-11
CCCCN(C(=O)COC(=O)C1(c2ccccc2)CC1)c1c(N)n(CCC)c(=O)[nH]c1=O,-18%,1%,-5

Only part of the results is shown (hit frequency here may not be typical).
